mHTT-CaM PPI inh: disrupts binding of mutant huntingtin to calmodulin; P42858; AlphaScreen His-mHTT/GST-CaM binding, luminescence; inhibition, % at 15 µM; hit rate 3.6% among 190,000; AID 1671202;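 further: 0% = both proteins with DMSO and 100% = one protein alone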
Target sequence (P42858 whole entry, looked up, stated change not applied): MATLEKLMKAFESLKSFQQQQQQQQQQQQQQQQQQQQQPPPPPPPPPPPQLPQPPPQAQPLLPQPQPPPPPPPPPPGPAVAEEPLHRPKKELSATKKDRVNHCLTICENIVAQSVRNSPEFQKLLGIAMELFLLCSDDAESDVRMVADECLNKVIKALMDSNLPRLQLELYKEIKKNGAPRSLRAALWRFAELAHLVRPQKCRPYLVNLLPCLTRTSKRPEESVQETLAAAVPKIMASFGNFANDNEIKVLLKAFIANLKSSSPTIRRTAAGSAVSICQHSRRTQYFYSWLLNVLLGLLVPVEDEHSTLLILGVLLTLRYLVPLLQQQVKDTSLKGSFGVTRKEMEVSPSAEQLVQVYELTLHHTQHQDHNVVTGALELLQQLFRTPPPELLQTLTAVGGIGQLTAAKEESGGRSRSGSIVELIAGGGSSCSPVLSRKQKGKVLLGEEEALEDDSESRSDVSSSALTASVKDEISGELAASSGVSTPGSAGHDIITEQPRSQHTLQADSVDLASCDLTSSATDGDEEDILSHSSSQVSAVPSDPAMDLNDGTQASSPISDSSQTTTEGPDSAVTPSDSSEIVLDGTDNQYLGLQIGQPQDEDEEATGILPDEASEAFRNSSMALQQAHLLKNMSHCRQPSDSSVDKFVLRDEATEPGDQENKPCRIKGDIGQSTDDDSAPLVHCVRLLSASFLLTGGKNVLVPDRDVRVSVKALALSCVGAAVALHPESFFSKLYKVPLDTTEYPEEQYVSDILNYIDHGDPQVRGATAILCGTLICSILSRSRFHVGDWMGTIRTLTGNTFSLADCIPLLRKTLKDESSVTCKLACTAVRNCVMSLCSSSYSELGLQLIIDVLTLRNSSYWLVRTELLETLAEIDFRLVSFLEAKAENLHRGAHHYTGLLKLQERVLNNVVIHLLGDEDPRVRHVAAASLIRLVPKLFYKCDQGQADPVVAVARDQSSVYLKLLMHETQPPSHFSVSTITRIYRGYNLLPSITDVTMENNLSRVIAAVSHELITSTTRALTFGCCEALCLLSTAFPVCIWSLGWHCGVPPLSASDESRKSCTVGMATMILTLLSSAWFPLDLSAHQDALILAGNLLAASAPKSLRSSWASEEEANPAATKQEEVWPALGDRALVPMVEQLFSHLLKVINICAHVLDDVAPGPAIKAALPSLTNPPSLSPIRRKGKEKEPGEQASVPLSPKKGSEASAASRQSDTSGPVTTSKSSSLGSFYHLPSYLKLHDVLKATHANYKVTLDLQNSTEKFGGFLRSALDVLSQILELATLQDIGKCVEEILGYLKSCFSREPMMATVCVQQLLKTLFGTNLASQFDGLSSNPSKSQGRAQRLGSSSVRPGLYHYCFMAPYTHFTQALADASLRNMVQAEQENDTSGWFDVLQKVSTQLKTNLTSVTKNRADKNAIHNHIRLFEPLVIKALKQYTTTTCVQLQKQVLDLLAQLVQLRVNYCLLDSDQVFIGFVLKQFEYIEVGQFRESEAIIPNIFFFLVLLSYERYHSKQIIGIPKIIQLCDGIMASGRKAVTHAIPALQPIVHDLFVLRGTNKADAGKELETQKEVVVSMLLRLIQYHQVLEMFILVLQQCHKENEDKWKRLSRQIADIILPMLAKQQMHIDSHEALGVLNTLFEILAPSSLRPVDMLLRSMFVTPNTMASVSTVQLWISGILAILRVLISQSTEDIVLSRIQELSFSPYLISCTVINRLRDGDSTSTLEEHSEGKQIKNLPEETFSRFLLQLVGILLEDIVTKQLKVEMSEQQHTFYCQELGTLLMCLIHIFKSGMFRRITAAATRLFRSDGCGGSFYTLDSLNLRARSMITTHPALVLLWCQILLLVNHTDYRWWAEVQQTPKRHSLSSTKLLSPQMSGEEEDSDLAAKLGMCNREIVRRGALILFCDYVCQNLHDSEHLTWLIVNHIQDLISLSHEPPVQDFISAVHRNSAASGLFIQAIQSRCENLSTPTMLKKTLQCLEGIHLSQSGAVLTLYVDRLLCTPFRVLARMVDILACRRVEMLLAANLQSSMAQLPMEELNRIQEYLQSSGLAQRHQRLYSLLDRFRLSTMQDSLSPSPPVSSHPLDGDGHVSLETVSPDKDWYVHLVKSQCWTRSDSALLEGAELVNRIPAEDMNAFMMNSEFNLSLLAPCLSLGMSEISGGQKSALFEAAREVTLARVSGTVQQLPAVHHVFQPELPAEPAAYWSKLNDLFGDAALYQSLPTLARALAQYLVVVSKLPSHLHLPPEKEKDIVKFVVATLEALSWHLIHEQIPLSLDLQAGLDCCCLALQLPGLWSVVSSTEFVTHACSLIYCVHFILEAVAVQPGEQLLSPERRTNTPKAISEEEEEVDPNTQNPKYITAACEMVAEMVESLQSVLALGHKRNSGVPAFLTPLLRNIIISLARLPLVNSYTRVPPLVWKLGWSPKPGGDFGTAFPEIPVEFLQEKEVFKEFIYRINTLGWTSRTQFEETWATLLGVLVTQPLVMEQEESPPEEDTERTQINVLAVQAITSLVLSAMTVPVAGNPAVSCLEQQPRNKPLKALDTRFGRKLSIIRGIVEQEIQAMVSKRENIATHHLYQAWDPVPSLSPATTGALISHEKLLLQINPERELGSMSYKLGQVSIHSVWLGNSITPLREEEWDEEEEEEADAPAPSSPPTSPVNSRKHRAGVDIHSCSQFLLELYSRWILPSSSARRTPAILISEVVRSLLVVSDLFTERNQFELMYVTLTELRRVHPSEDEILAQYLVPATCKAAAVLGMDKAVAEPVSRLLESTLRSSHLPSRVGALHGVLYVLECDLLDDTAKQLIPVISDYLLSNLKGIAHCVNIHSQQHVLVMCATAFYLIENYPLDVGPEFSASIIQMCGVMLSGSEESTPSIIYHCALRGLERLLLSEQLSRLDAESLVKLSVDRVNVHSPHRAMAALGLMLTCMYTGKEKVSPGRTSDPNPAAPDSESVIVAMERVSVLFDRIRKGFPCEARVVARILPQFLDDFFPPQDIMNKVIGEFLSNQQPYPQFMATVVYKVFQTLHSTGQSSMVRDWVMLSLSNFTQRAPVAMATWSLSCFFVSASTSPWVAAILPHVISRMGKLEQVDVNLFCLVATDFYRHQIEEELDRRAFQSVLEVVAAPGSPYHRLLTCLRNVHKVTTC
Pf apPOL inh: Pf-apPOL DNA polymerase inhibition; AID 1794808; inhibition, % at 10 µM; hit rate 0.25% among 210,000; Recombinant Pf-apPOL, molecular beacon fluorescence, 1.5 h
Active calls of the source: *; · = not tested or not shown; & = joins results of further samples. No stated cut-off is given here; in the data, active means inhibition above about 50%; inactive means the rest. Compounds as they come (roughly 3.7% active in at least one column).

compound	mHTT-CaM PPI inh	Pf apPOL inh
CCc1c(C)sc(NC(=O)C2CC=CCC2C(=O)O)c1C(N)=O (stereo not drawn)	3	-1
CCC(=O)N1CCN(c2nc3c(s2)CC(C(=O)Nc2cc(F)ccc2F)CC3)CC1 (stereo not drawn)	6	-6
Cc1ccc(N2C(=O)CSC23C(=O)Nc2ccccc23)cc1Cl (stereo not drawn)	2	2
CC12CN(C(=O)c3ccccc3)CC(C)(CN(C(=O)c3ccccc3)C1)C2=O	0	1
O=C(Nc1ccc2c(c1)OCO2)C1CCN(c2cn[nH]c(=O)c2)CC1	48	-5
Cc1cc(Br)ccc1NS(=O)(=O)c1ccc2nc(-c3ccccc3)[nH]c2c1	-2	-9
O=C(Nc1cccc2ncccc12)c1csc2c1CCCC2	7	1
COc1ccc([N+](=O)[O-])cc1C1=N/C(=C/c2ccccc2C(F)(F)F)C(=O)O1	1	-4
C=CCNc1cccc2c1S(=O)(=O)N[C@H](CC(C)C)CO2	-11	3
COc1ccc(-c2noc(C3CCCN3C(=O)c3cnccn3)n2)cc1 (stereo not drawn)	-3	-7
CCOC(=O)N1CCC(NC(=O)c2nnn3c2COC(c2ccc(C)cc2)C3)CC1 (stereo not drawn)	2	-1
CCOC1=NN(c2ccc([N+](=O)[O-])cc2)C(=O)/C1=C/C=C/c1ccccc1OC	26	2
CCOc1ccc(NC(=O)N2CCCC2c2ccc(OC)cc2)cc1 (stereo not drawn)	-3	-1
CC(=O)Nc1ccc(S(=O)(=O)N2CCN(Cc3ccc(F)cc3)CC2)cc1	5	-2
O=C(NCCc1ccccc1)N1CCC(CCOc2cccnc2)CC1	-1	-2

Next structures
compound	mHTT-CaM PPI inh	Pf apPOL inh
O=[N+]([O-])c1cc(C=Nc2ccc(S(=O)(=O)NC3NC=CS3)cc2)c2c(c1)COCO2 (stereo not drawn)	41	·
COc1ccc([N+](=O)[O-])cc1NC(=O)C(c1ccccc1)c1ccccc1	0	-5
O=C(COc1ccccc1)NCCNc1ccc(Nc2ccccn2)nn1	87*	-10
CCc1nc2cccnc2n1C1CCN(S(=O)(=O)c2ccc3c(c2)CCC3)C1 (stereo not drawn)	2	11
COc1ccc(-c2ncccc2CNC(=O)C2CCCCC2)cc1	-6	-8
O=C(NCc1ccc(F)cc1)C1CC(=O)N(C2CCCCCCC2)C1 (stereo not drawn)	9	-1
CC1=C(C(=O)Nc2ccc(F)cc2F)C(c2cccc(Cl)c2)C2=C(CC(C)(C)CC2=O)N1 (stereo not drawn)	-28	2
O=C(Oc1ccc2c(c1)OC(=Cc1ccncc1)C2=O)c1cccc([N+](=O)[O-])c1	4	-10
CCNC(=O)c1csc(-c2ccc(OC)cc2)n1	3	-15
CC(C)(C)C(=O)Nc1ccc(N2CCN(C(=O)c3ccccc3)CC2)c(Cl)c1	6	1
Cc1nn(-c2nc3ccccc3s2)c2c1C(c1cccs1)CC(=O)N2 (stereo not drawn)	-5	-1
CCCOc1ccc(C(O)=C2C(=O)C(=O)N(Cc3cccnc3)C2c2ccco2)cc1 (stereo not drawn)	-1	4
O=C(NCCc1c[nH]c2ccccc12)c1cc(-c2ccc(F)cc2)c[nH]1	13	-8
O=C(CN(C1CCCCC1)S(=O)(=O)c1ccccc1)N1CCN(c2ccc(F)cc2)CC1	60*	-5
COc1ccc(NC(=O)N2CCc3c(c(COCc4ccccc4)nn3C)C2)cc1	4	-2

By substructure: the entries above with a nitro group on carbon
compound	mHTT-CaM PPI inh	Pf apPOL inh
COc1ccc([N+](=O)[O-])cc1C1=N/C(=C/c2ccccc2C(F)(F)F)C(=O)O1	1	-4
CCOC1=NN(c2ccc([N+](=O)[O-])cc2)C(=O)/C1=C/C=C/c1ccccc1OC	26	2
O=[N+]([O-])c1cc(C=Nc2ccc(S(=O)(=O)NC3NC=CS3)cc2)c2c(c1)COCO2 (stereo not drawn)	41	·
COc1ccc([N+](=O)[O-])cc1NC(=O)C(c1ccccc1)c1ccccc1	0	-5
O=C(Oc1ccc2c(c1)OC(=Cc1ccncc1)C2=O)c1cccc([N+](=O)[O-])c1	4	-10

The listing continues:
compound	mHTT-CaM PPI inh	Pf apPOL inh
O=C(CCc1ccccc1)N1CCn2cnnc2C1	-5	-2
C=CCn1c(=S)sc2c(C(C#N)C#N)ncnc21	·	-7
COC(=O)c1ccc(NC(=O)N2CCOc3ccc(C)cc32)cc1	1	-5
COc1cc(N2C(=O)c3ccc(F)cc3C2=O)cc(OC)c1OC	2	-5
COc1cc(-c2nc3cc(C(C)(C)C)ccc3o2)ccc1O	56*	2
Cc1ccccc1NC(=O)CC1SC(=Nc2ccc(O)cc2)NC1=O (stereo not drawn)	-2	0
O=C(Nc1ccc(F)c(F)c1)C1CC1c1ccccc1 (stereo not drawn)	-14	-5
O=C(NCCCN1CCCC1=O)C1CCCN(c2ncnc3c2nc2n3CCCCC2)C1 (stereo not drawn)	0	1
O=C(Nc1ccccc1Cl)c1ccc(F)c(S(=O)(=O)NC2CCCCCC2)c1	-3	-4
COc1cc(OC)cc(C2=N/C(=C\c3ccccc3OC)C(=O)O2)c1	7	-2
COC(=O)c1cnn(-c2ccc(F)cc2F)c1C=NNC(=S)Nc1ccc(Cl)cc1	·	-13
Cc1cc(C)c(S(=O)(=O)N2CCCC(C)(C(=O)NCc3ccccc3)C2)c(C)c1 (stereo not drawn)	59*	-1
CC1(C)CC(=O)/C(=C/c2cccs2)C(C)(C)N1	2	·
Cc1ccc(NC(=O)N2CCCC2c2nc(-c3ccccc3)no2)cc1C (stereo not drawn)	-1	2
Cc1c(C(=O)NCCc2csc3nc(-c4ccccc4F)nn23)cnn1-c1ccccc1	28	4

The listing continues:
compound	mHTT-CaM PPI inh	Pf apPOL inh
CCC(=O)NCc1nc2c(n1C)CN(C(=O)c1ccc(F)cc1F)CC2	5	2
O=C(CSc1ccccc1)N1CCC(n2cccc2)CC1	·	-3&0
O=C(N/C(=C\c1cccs1)C(=O)N1CCCCC1)c1cccs1	2	-46
COc1cccc(CNC(=O)N2CCC(Nc3cccnc3)C2)c1 (stereo not drawn)	-1	0
CCc1ccc(OCC(=O)Nc2ccc([N+](=O)[O-])cc2)cc1	5	-4
Cc1ccc(CNC(=O)C2c3ccccc3CC(=O)N2C)o1 (stereo not drawn)	4	0
CC12CN3CC(C)(CN(C1)C3c1ccc(O)cc1O)C2=O (stereo not drawn)	1	-4
COC(=O)C1CN(CCc2ccccc2)CCS(=O)(=O)N1Cc1ccc(OC)cc1 (stereo not drawn)	7	-2
CCc1ccc(OCCOC(=O)Nc2ccccc2)cc1	-16	-4
Cc1ccc(CCN2CC(C(=O)NCc3ccc(C)cc3)CC2=O)cc1 (stereo not drawn)	3	-6
Cc1ccc(C(=O)N2CC3CC2CC3NS(=O)(=O)c2ccccc2)cn1 (stereo not drawn)	0	-3
Cc1ccccc1CN1C2=NCCN2c2ccccc21	-5	-2
CCc1nc2c(NC(=O)Nc3cccc(C)c3)cccn2n1	-4	0
Cc1cc(NN)nc(-c2ccccc2O)n1	54*	-5
CCn1ccc2sc(C)c(C(=O)NC3CCCCCC3)c2c1=O	1	0

Later entries.
compound	mHTT-CaM PPI inh	Pf apPOL inh
CC1(O)CCN(Cc2ccc(F)cc2)CC1N1CCCC1 (stereo not drawn)	-6	-6
C(=Cc1c[nH]c2ccccc12)c1ccccc1	·	-2
Nc1ncc(Cc2cccc(Cl)c2Cl)s1	13	8
O=C(Nc1nc(-c2ccc(F)cc2)cs1)C1CCCC1	-13	2
CN(CC12CC3CC(CC(C3)C1)C2)S(=O)(=O)N1CCCCC1	-18	·
COc1ccc(C(=O)COc2ccccc2)c(OC)c1OC	-12	-6
COc1ccc(C2=N/C(=C/c3cc(OC)c(OC)c(OC)c3)C(=O)O2)c(Cl)c1	6	-1
Cc1cc(CNC(=O)Nc2ccccc2C)c(C)o1	-2	-5
COc1ccc(-n2nc3c(c2NC(=O)c2cc(C)cc(C)c2)CSC3)cc1	36	8
COc1ccc(NC(=O)CCOc2ccccc2)cc1	-5	-9
Cn1ccnc1SCc1ccc(Cl)cc1	12	-8
Cc1cc(C)n2nc(SC(C)C(=O)NC3CCCCCCC3)nc2n1 (stereo not drawn)	28	-6
Cc1ncc([N+](=O)[O-])n1CCc1nnc(N)s1	9	12
CCOC(=O)c1ccc(NC(=O)c2cccc([N+](=O)[O-])c2)cc1	-5	-7
Cn1cccc1C(=O)N1CCc2nc3cc(-c4ccccc4)[nH]n3c(=O)c2C1	25	10

Further compounds follow:
compound	mHTT-CaM PPI inh	Pf apPOL inh
CCOC(=O)C1CCN(CC(O)COC(CC)c2ccccc2)CC1 (stereo not drawn)	-4	-4
COc1ccc(C(=O)Nc2cccc(C(=O)O)c2)cc1	-1	-2
N#Cc1cc([N+](=O)[O-])ccc1Sc1ccc([N+](=O)[O-])cc1C#N	10	1
CCc1ccc(C(=O)N2CCC(c3nc4cccnc4n3CC)C2)cc1 (stereo not drawn)	3	-6
O=C(CSc1nnc(NC(=O)c2cccs2)s1)NCc1ccccc1Cl	-4	-3
Cc1cccc(N2C(=O)CC(N3CCN(C/C=C/c4ccccc4)CC3)C2=O)c1 (stereo not drawn)	23	5
Cc1nnc(NCc2nc3ccccc3[nH]2)c2ccccc12	7	-7
Cc1[nH]ncc1Sc1ccc(Cl)cc1	·	-14
CCC(=O)NCc1nc2c(n1CC)CN(S(=O)(=O)c1ccc(F)c(C)c1)CC2	7	-6
O=c1cc(-c2ccc(F)cc2)nc(SCc2nc(-c3cccc(Cl)c3)no2)[nH]1	-12	-2
O=C(NCc1ccncc1)Nc1ccc([N+](=O)[O-])cc1	-3	7
COc1cc(C)nc(Oc2ccc(OCCOc3ccccc3)nn2)n1	-1	-4
N#CCSC1=Nc2ccccc2C2=NC(CCC(=O)NC3CCCCC3)C(=O)N12 (stereo not drawn)	6	-5
CCC(=O)N1CCc2cc(Br)cc(S(=O)(=O)Nc3ccc4c(c3)OCCO4)c21	35	-3
COc1ccc(OC)c(-c2nocc2C(N)=O)c1	-1	-1

Remaining list, next part
compound	mHTT-CaM PPI inh	Pf apPOL inh
O=C(NCCN1CCOCC1)c1cccnc1N1CCNC(c2ccccc2)C1 (stereo not drawn)	1	-8
COc1ccc(-n2nc3c(c2NC(=O)c2ccccc2[N+](=O)[O-])CSC3)cc1	25	4
O=C(Cc1cccs1)N1CCCC1(CO)Cc1ccccc1 (stereo not drawn)	2	-6
CCN1CCN(C(=O)c2ccc(CS(=O)(=O)Cc3ccccc3C)o2)CC1	0	-12
NC(=O)c1cc(N2CCCC2)nc2c(Cl)cccc12	-2	1
Cc1ccc(NC(=O)N2CC3CC2CC3NC(=O)c2ccccc2)c(C)c1 (stereo not drawn)	9	0
CCCNc1cc(N2CCC(CCC(=O)N3CCN(C(C)C)CC3)CC2)ncn1	9	-5
O=C(CCc1ccccc1)N1CCC(N2CCC(C(=O)N3CCOCC3)CC2)CC1	-4	0
Cc1ccccc1OCC(=O)N1CCc2c(nc3cc[nH]n3c2=O)C1	-1	-1
Cc1ccccc1OCC(=O)Nc1ccc(Br)c2cccnc12	6&0	-4&1
O=C(Nc1cccc(Cl)c1)N1CCN(Cc2nc3cccnc3n2-c2ccccc2)CC1	7	-2
CCn1cc(-c2ccn[nH]2)cn1	1	·
CCn1nccc1C(=O)N1CCC(n2c(C3CCCC3)nc3cccnc32)C1 (stereo not drawn)	-2	-3
Oc1ccccc1-c1nc2ccccc2[nH]1	65*	1
Cc1nc2ccccc2n1CC(O)COc1ccc(C(=O)c2ccccc2)cc1 (stereo not drawn)	8	-14

Fetched by structure from the list above (5):
compound	mHTT-CaM PPI inh	Pf apPOL inh
COc1cc(-c2nc3cc(C(C)(C)C)ccc3o2)ccc1O	56*	2
CC(C)(C)C(=O)Nc1ccc(N2CCN(C(=O)c3ccccc3)CC2)c(Cl)c1	6	1
O=C(Nc1ccc2c(c1)OCO2)C1CCN(c2cn[nH]c(=O)c2)CC1	48	-5
COc1ccc(-n2nc3c(c2NC(=O)c2cc(C)cc(C)c2)CSC3)cc1	36	8
Cc1ccccc1OCC(=O)N1CCc2c(nc3cc[nH]n3c2=O)C1	-1	-1

Going on with the list:
compound	mHTT-CaM PPI inh	Pf apPOL inh
NC(=O)c1cc2ccc(O)cc2oc1=Nc1ccc(Oc2ccccc2)cc1	49	-2
C=CCOc1nc(N2CCCCC2)nc(N2CCOCC2)n1	-13	·
COc1ccc(-c2nnc3sc(-c4ccc(OC)c(OC)c4)nn23)cc1	30	-5
O=c1nc(SCc2ccc(Cl)cc2)nc(-c2ccccc2)[nH]1	·	-34
Cc1nnc(NC(=O)CC(NC(=O)C(F)(F)F)c2ccccc2)s1 (stereo not drawn)	-4	-6
CC(C)c1noc(-c2cccnc2N2CCCN(C(=O)c3ccc(C#N)cc3)CC2)n1	5	4
CCCCOC(=O)Nc1sc2c(c1C(=O)OC)CCC2	-23	·
CCn1cc(C(=O)OCc2cc(-c3ccc(F)cc3F)on2)c(=O)c2ccc(C)nc21	-5	-16
CCc1ccc(NC(=O)Nc2ccc3nc(C)cc(OC)c3c2)cc1	20	0
COc1ccc(-c2nc3c(c(=O)[nH]2)CCN(C(=O)c2ccccc2)C3)cc1	3	3
CC(C)S(=O)(=O)c1nnn(-c2cc(Cl)cc(Cl)c2)c1N	·	-10
O=C(Nc1ccccc1-c1nc2ccccc2s1)C1CCCCC1	-33	5
O=C(c1ccccc1)C(CC(=O)N1CCOCC1)c1ccccc1 (stereo not drawn)	2	-2
O=C(Nc1nnc(-c2ccccc2)o1)c1ccc(F)c(S(=O)(=O)N2CCOCC2)c1	0	-2
O=C(CCN1CCCCC1)Nc1cnc(-c2cccnc2)nc1	-4	-1
CN(Cc1ccccc1)C(C(=O)NC1CCCCC1)c1cc2c(cc1[N+](=O)[O-])OCO2 (stereo not drawn)	38	3
CCc1ccc(NC(=O)c2c(C)sc3c(=O)n(CC4CC4)cnc23)cc1	35	3
O=C1C(=Cc2ccccc2Cl)Oc2c1ccc(O)c2CN1CCN(CCO)CC1	12	-5

Compound activity (PubChem)
